# BL2 CD40 inh = inhibitors of CD40-induced NF-kB signaling, primary screen, BL2 cells, luciferase reporter, single point | CD40L-induced, 4 h | inhibition, % at 10 µM | 0.94% of 83,000 active;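 active = mean inhibition of at least 50% with a set share of replicates also reaching that level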;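 note: 0% = neutral control wells and 100% = IKK inhibitor VII at 50 µM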
# An asterisk follows results filed as active; [ ] = another dose, or the depositor's remark.
no.	Molecule	BL2 CD40 inh
1	C/C=C/c1ccc([C@@H]2[C@@H](CO)N(CC3CCCC3)C23CN(S(=O)(=O)CC)C3)cc1	11.5[25 µM]
2	CC(C)(C)C(=O)COC(=O)c1cc2ccccc2cc1O	-90.5
3	CC(C)[C@@H]1COCc2cn(nn2)CCCCC(=O)N1	6.2[25 µM]
4	O=C(NCCC(c1ccccc1)c1ccccc1)c1cccs1	-10.0
5	O=C(Nc1ccc2c(c1)OCO2)c1cc2nc(C3CC3)cc(C(F)(F)F)n2n1	-2.7
6	C[C@@H]1CN([C@@H](C)CO)C(=O)c2ccccc2-c2ccccc2CO[C@@H]1CN(C)S(=O)(=O)c1ccccc1F	-7.8
7	COc1cccc(CNC(=O)C[C@@H]2CC[C@@H]3[C@@H](COc4ccc(NS(=O)(=O)c5ccccc5F)cc4C(=O)N3C)O2)c1	3.2[25 µM]
8	CC(C)(O)C#Cc1ncc(C(F)(F)F)cc1Cl	6.0
9	CC1CCCN(C(=O)COC(=O)C2CCN(S(=O)(=O)c3c(Cl)cccc3Cl)CC2)C1 (stereo unspecified)	8.3
10	Cc1sc2ncn(CC(=O)N(C)C3CCCCC3)c(=O)c2c1C	-18.3
11	COc1ccc(OCCCC(=O)OCC(=O)Nc2ccc(Cl)cn2)cc1	0.1
12	CCc1nc2c(OCC(=O)C(C)(C)C)cccn2c1N(C)C(=O)c1ccc(C)cc1	3.2
13	COc1ccc(C2CCc3cc4c(cc3C2=NOC(C)=O)OCO4)cc1OC (stereo unspecified)	7.5
14	Cn1ccnc1C1CCCCN1C(=O)c1cc(COc2ccc(F)cc2Cl)on1 (stereo unspecified)	4.3
15	C[C@@H]1CN([C@@H](C)CO)C(=O)CCCn2cc(nn2)CO[C@H]1CN(C)C(=O)c1ccc2ccn(C)c2c1	10.8[25 µM]
16	Nc1nc(-c2cccnc2)nn1C(=O)c1ccc(F)cc1	9.1
17	CCC(C)NCC(O)COCc1ccc(Cl)cc1 (stereo unspecified)	2.8
18	COC(=O)c1cc(S(=O)(=O)NCCCN2CCCC2=O)cn1C	-1.4
19	COc1cc2c(cc1OC)CN(C(=O)c1ccc3[nH]c(C)c(C)c3c1)CC2	3.0
20	Cc1ccc(C2(c3noc(CN4CCC(C(=O)N5CCOCC5)CC4)n3)CCCC2)cc1	16.3
21	COc1ccc(OC)c(S(=O)(=O)NCC(=O)NC2CCCc3ccccc32)c1 (stereo unspecified)	6.1
22	O=C(CC(F)(F)F)N1C[C@@H]2[C@H](c3ccccc31)[C@H](CO)N2C(=O)C1CC1	2.4
23	CCn1c(CCl)nc2cc(S(=O)(=O)N3CCOCC3)ccc21	5.2
24	Cc1ccc(C(=O)CCC(=O)OCC(=O)N2CCN(S(=O)(=O)c3ccc(C)cc3C)CC2)cc1	3.1
25	CC(C)Oc1ccc(S(=O)(=O)N2CCCCC2)cc1NC(=O)CC1OC(=O)c2ccccc21 (stereo unspecified)	-1.9
26	O=S(=O)(c1ccccc1)c1nc(-c2ccccc2)oc1N1CCOCC1	8.1
27	Cc1nn(C)cc1C(=O)Nc1c(C)nn(Cc2ccccc2Cl)c1C	6.6
28	COCCCNC(=O)CCc1ccccc1	7.6
29	CC(=O)Nc1ccc(S(=O)(=O)Nc2ccc3nc(C)sc3c2)cc1	0.7
30	Cc1cccc(C(=O)OCC(=O)Nc2nccs2)c1	-33.5

# The listing continues.
no.	Molecule	BL2 CD40 inh
31	CCc1ccc(C(=O)C(C)OC(=O)c2nn(C)c(=O)c3ccccc23)cc1 (stereo unspecified)	-3.3
32	COCC(=O)NC[C@H]1[C@H](c2ccc(C3=CCCC3)cc2)[C@@H](CO)N1C(=O)C1CC1	-17.8[25 µM]
33	C[C@@H](O)C#Cc1ccc([C@@H]2[C@H](CO)N3CCCCN(C(=O)c4ccc5c(c4)OCO5)C[C@@H]23)cc1	6.4[25 µM]
34	O=C(CNc1cccc2ccccc12)N/N=C/c1ccc([N+](=O)[O-])cc1	-1.6
35	O=C(Cc1c[nH]c2ccccc12)NCc1ccncc1	18.5
36	O=[N+]([O-])c1ccc2[nH]ccc2c1	6.1
37	Cc1cc(C)n(CC(=O)NC2CCCCC2C)c(=O)c1C#N (stereo unspecified)	0.8
38	O=C(O)CC(C(=O)O)n1nc(-c2ccccc2)cc1-c1ccccc1 (stereo unspecified)	-51.5
39	O=C(NCc1ccccn1)c1n[nH]c2ccccc12	-17.2
40	CCCNC(=O)C[C@@H]1C[C@H]2c3cc(NC(=O)COC)ccc3O[C@H]2[C@H](CO)O1	1.2[25 µM]
41	CC(=O)COc1ccc2c3c(c(=O)oc2c1)CCCC3	-44.3
42	CCCCSCc1nc2nc(Cl)c(Cl)nc2[nH]1	1.3
43	CCOc1ccccc1N1CCN(C(=O)CN2C(=O)NC3(CCCC3)C2=O)CC1	7.5
44	N#C[C@H]1[C@@H](c2ccccc2-c2ccccc2F)[C@H](CO)N1C(=O)C1CCC1	-4.4[25 µM]
45	COc1ccc(N2CCN(C(=O)COC(=O)/C=C/c3ccc(OC(F)F)cc3)CC2)cc1	9.6
46	Cc1ccc(S(=O)(=O)NCC(=O)OCC(=O)c2cc(C)n(-c3ccccc3)c2C)cc1	-15.6
47	COC(=O)c1ccc2[nH]c(C)cc(=O)c2c1	-1.0
48	O=C(NCCN1CCOCC1)C1CCN(c2nc3ccccc3o2)CC1	4.7
49	C[C@H](CCC(=O)O)[C@H]1CC[C@H]2[C@@H]3C(=O)C[C@@H]4CC(=O)CC[C@]4(C)[C@H]3CC(=O)[C@]12C	2.3
50	O=C(/C(=C(\O)c1ccccc1)c1ncc[nH]1)c1ccccc1	-6.6
51	CC(=O)c1cccc(NC2c3ccccc3C(=O)N2Cc2ccco2)c1 (stereo unspecified)	0.8
52	O=C(Oc1ccc(-c2csnn2)cc1)C1CC1	8.7
53	COc1cc(OC)c(C=Cc2ccncn2)c(OC)c1	0.5
54	O=C(CCCOc1ccccc1)Nc1cc(S(=O)(=O)N2CCOCC2)ccc1N1CCOCC1	3.4
55	COc1cccc(NC(=O)CNC(C)CCC(C)C)c1 (stereo unspecified)	3.4
56	CCOC(=O)c1ccc(NS(C)(=O)=O)cc1	-3.4
57	CC(C)CN(C(=O)COC(=O)c1cnc(Cl)c(Cl)c1)c1c(N)n(Cc2ccccc2)c(=O)[nH]c1=O	41.5
58	CCN(C(=O)COC(=O)c1cccnc1SC)C1CCCCC1	-0.3
59	CN(C(=O)COc1ccc(-c2nnco2)cc1)C1CCS(=O)(=O)C1 (stereo unspecified)	0.1
60	COc1ccc2c3c(n(C)c2c1)[C@@H](CO)N(C)CC31CN(S(=O)(=O)c2cccs2)C1	7.5[25 µM]

# Next part (2 carried over from the part before).
no.	Molecule	BL2 CD40 inh
59	CN(C(=O)COc1ccc(-c2nnco2)cc1)C1CCS(=O)(=O)C1 (stereo unspecified)	0.1
60	COc1ccc2c3c(n(C)c2c1)[C@@H](CO)N(C)CC31CN(S(=O)(=O)c2cccs2)C1	7.5[25 µM]
61	CO[C@H](CN(C)Cc1ccc(-c2ccccn2)cc1)[C@H](C)CN(C(=O)Nc1ccc(F)cc1)[C@@H](C)CO	-19.5[25 µM]
62	CCCNC(=O)N1[C@H](CO)[C@@H](c2ccccc2)C12CN(CCC(F)(F)F)C2	-5.5[25 µM]
63	Cc1nn(C)c(C)c1CN(C)S(=O)(=O)c1ccc(F)cc1	15.2
64	CN(C)CC(=O)N1[C@H](C#N)[C@H](c2ccc(C#CC3CCCCC3)cc2)[C@@H]1CO	3.5[25 µM]
65	CCC(C)(C(=O)NC1CCCCC1)N(C(=O)Cc1cccs1)c1ccccc1 (stereo unspecified)	12.5
66	CN(C)c1ccc(-c2ccnc3c2CC(C)(C(=O)Nc2ccc(Cl)c(C(F)(F)F)c2)O3)cc1 (stereo unspecified)	1.2
67	O=C(c1cccc(S(=O)(=O)N2CCOCC2)c1)N1CCCCCC1	2.7
68	CCOC(=O)c1ccc2c(c1)nc(C1CCN(S(=O)(=O)c3cccs3)CC1)n2CC	2.5
69	O=C(CN1CCN(c2ccccc2O)CC1)NC(=O)NCc1ccccc1	3.1
70	C[C@@H]1CN([C@H](C)CO)C(=O)Cc2cc(N(C)C)ccc2O[C@H]1CN(C)Cc1ccc(-c2ccccc2)cc1	-5.1[25 µM]
71	CC(Sc1nnc(C2CC2)n1C1CC1)C(=O)N(C)C1(C#N)CCCCC1 (stereo unspecified)	3.4
72	O=C(CC(C(=O)c1ccccc1)c1ccccc1)c1ccccc1 (stereo unspecified)	-9.9
73	O=C(c1ccc(N2CCNCC2)cc1)c1cccnc1	0.7
74	O=C(CC(c1ccccc1)c1ccccc1O)NCCN1CCOCC1 (stereo unspecified)	2.3
75	Cc1ccc(CN2CCN(C/C=C/c3ccc(F)cc3)CC2CCO)o1 (stereo unspecified)	9.2
76	CCC(C)(C)NC(=O)CCCSc1nc2ccccc2[nH]1	-1.0
77	NC(=O)c1ccsc1NC(=O)COC(=O)Cc1cccc2ccccc12	5.7
78	COc1cc(OC)c(Cl)cc1N	-4.8
79	CCOC(=O)c1nn(C23CC4CC(CC(C4)C2)C3)c2c1C(=O)N(c1ccc(C)cc1)C2=O	10.8
80	CC(=O)N1[C@H](CO)[C@H](c2ccc(-c3cccc(F)c3)cc2)[C@@H]1CNC(=O)C1CC1	-0.8
81	O=C(Nc1ccccc1)N1CCSCC1	3.4
82	O=C(NNC(=O)c1c(F)cccc1F)c1ccccc1-n1cccc1	3.6
83	CCC1([N+](=O)[O-])COC(c2ccc(C(C)C)cc2)OC1 (stereo unspecified)	-54.9
84	Cc1ccc(S(=O)(=O)Nc2ccc(NC(=O)c3cccs3)cc2)cc1	-8.4
85	COc1ccccc1NC(=O)C(C)OC(=O)C1CCC(C(C)(C)C)CC1 (stereo unspecified)	-4.7
86	CCC(=O)N/N=C(\C)CC(=O)Nc1ccc(F)cc1	0.2
87	CN1c2ccc(Br)cc2[C@@H]2[C@@H](CCN2S(=O)(=O)c2ccccc2F)[C@@H]1CO	-0.6[25 µM]
88	N#Cc1ccc(Oc2ccc(S(=O)(=O)N3CCCCC3)cn2)cc1	14.9
89	COc1ccc(C(=O)c2ccccc2)cc1CN1CCOCC1	6.4
90	CCOc1ccc(NC(=O)CSc2nnc(N)s2)c([N+](=O)[O-])c1	-3.2

# (further entries)
no.	Molecule	BL2 CD40 inh
91	Cc1occc1C(=O)Nc1ccc2c(c1)OCO2	-28.0
92	O=C(O)C[C@H]1C[C@H]2c3cc(NC(=O)Cc4ccncc4)ccc3O[C@H]2[C@@H](CO)O1	-8.6[25 µM]
93	Cc1ccc([N+](=O)[O-])cc1S(=O)(=O)Nc1ccc(C(=O)NCc2ccccn2)cc1	5.7
94	CCOc1ncccc1C(=O)N1CCN(C(c2ccccc2)c2ccccc2)CC1	15.7
95	O=C(O)C1CSCN1S(=O)(=O)c1cccc2nsnc12 (stereo unspecified)	2.3
96	COc1ccc(S(=O)(=O)Cc2ccc(C(=O)NC3CCCC3)o2)cc1	24.2
97	CC(C)(C)CC(C)(C)NC(=O)c1ccc2snnc2c1	13.2
98	COc1ccc(C(=O)C2CCCN(S(=O)(=O)C(C)C)C2)c(C)c1 (stereo unspecified)	3.6
99	C[C@H]1CCCCO[C@H](CN(C)C(=O)C2CCCCC2)[C@@H](C)CN([C@@H](C)CO)C(=O)c2cc(NS(=O)(=O)c3ccccc3)ccc2O1	14.2[25 µM]
100	Nc1nnc(N)c2ccccc12	6.7
101	CC(C(=O)Nc1ccc(S(=O)(=O)N2CCCC2)cc1)N1CCc2ccccc2C1 (stereo unspecified)	-44.2
102	Cc1cc(C)c(S(=O)(=O)c2ccccc2C)c(Oc2ccccc2)n1	6.3
103	C[C@@H]1CN([C@H](C)CO)C(=O)CCCn2nncc2CO[C@@H]1CN(C)C(=O)C1CCCCC1	-6.2[25 µM]
104	O=C(CN1C2=NCCCN2c2ccccc21)c1ccc2c(c1)OCO2	12.2
105	COc1ccc(C(=O)CSc2nc(=O)n3ccc(C)cc3n2)cc1	4.5
106	O=C(NCCCN1CCOCC1)c1cccc(S(=O)(=O)Nc2cc(Cl)ccc2Cl)c1	-3.2
107	Cc1ccc2c(c1)CCCN2CC(=O)N(C)c1c(N)n(Cc2ccccc2)c(=O)[nH]c1=O	8.5
108	C[C@@H](C(=O)NCCc1ccccc1)N1C(=O)N2CCc3c([nH]c4ccccc34)[C@@]2(C)C1=O	-14.9
109	COc1cc2c(cc1OC)CN(S(C)(=O)=O)CC2	5.3
110	O=C(CN1CCOCC1)N(CC1CCC1)C[C@H]1N[C@H](CO)[C@@H]1c1ccccc1	-0.3[25 µM]
111	O=C(Nc1ccc(F)cc1)c1ccc(-n2ccnc2)nc1	-4.2
112	CC(=O)N(OCc1ccccc1)[C@@H]1c2cc(C#N)ccc2OC(C)(C)[C@H]1O	-1.9[25 µM]
113	O=C(CC1NCCNC1=O)Nc1ccc2c(c1)OCO2 (stereo unspecified)	-9.4
114	COc1ccc(CN(C)C[C@@H]2Oc3ccc(NS(=O)(=O)c4c(C)noc4C)cc3C(=O)N([C@@H](C)CO)C[C@@H]2C)cc1	1.7
115	c1ccc(CN2CCC3(CCc4ccccc43)CC2)cc1	-5.2[25 µM]
116	CC1(C(=O)NCCc2ccccc2)Cc2c(-c3cccc(C(N)=O)c3)ccnc2O1 (stereo unspecified)	2.2
117	FC(F)(F)c1ccccc1NC(=S)N1CCN(Cc2ccc3c(c2)OCO3)CC1	21.4
118	C[C@H]1CN([C@@H](C)CO)C(=O)CCCn2cc(nn2)CO[C@@H]1CN(C)Cc1ccc2c(c1)OCCO2	-15.2
119	CCCCNc1ncnc2[nH]ncc12	6.0
120	C[C@@H]1CN([C@@H](C)CO)C(=O)CCCn2cc(nn2)CO[C@@H]1CN(C)C(=O)Nc1ccc(C(F)(F)F)cc1	-6.7
121	Cc1ccc(-c2nc(CN3CCCCC3c3cccc(F)c3)c(C)o2)o1 (stereo unspecified)	21.5
122	CN(C)S(=O)(=O)c1ccc(-n2cccc2)cc1	-4.9

# Shown with each value named: entries from further up.
106	O=C(NCCCN1CCOCC1)c1cccc(S(=O)(=O)Nc2cc(Cl)ccc2Cl)c1
  BL2 CD40 inh: -3.2
107	Cc1ccc2c(c1)CCCN2CC(=O)N(C)c1c(N)n(Cc2ccccc2)c(=O)[nH]c1=O
  BL2 CD40 inh: 8.5
108	C[C@@H](C(=O)NCCc1ccccc1)N1C(=O)N2CCc3c([nH]c4ccccc34)[C@@]2(C)C1=O
  BL2 CD40 inh: -14.9

# Screening data: PubChem, Broad Institute

# Only part of the results is shown, so the mix of outcomes need not match the whole.
